# Vif inh = HIV Vif self-association inhibitors, primary screen, imaging, HEK293T, single point; HEK293T cells, Vif self-association by quenched fluorescence, 24 h; inhibition, % at 7.49 µM; 340,000 compounds, 0.35% hits; AID 602346, 2012; in the data active means inhibition above about 50%, passing the limit was not always enough; further: some results filed as inactive read as strong as hits
# MC4R antag cAMP = MC4R antagonists of cAMP signaling, primary screen, cell-based, TR-FRET, antagonist arm of biased-ligand search; 360,000 compounds, 0.48% hits; MC4R-expressing cells, MTII-stimulated cAMP, LANCE TR-FRET; AID 540295, 2011; Melanocortin receptor 4 (Homo sapiens), P32245; inhibition, % at 6.5 µM;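 active means inhibition above its plate's cutoff, the mean of tested wells on that plate plus 3 SD, cut at about 29% in these data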;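 further: 0% = Melanotan II alone and 100% = Melanotan II plus saturating MCL0020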
# Target sequence (P32245 whole entry, looked up): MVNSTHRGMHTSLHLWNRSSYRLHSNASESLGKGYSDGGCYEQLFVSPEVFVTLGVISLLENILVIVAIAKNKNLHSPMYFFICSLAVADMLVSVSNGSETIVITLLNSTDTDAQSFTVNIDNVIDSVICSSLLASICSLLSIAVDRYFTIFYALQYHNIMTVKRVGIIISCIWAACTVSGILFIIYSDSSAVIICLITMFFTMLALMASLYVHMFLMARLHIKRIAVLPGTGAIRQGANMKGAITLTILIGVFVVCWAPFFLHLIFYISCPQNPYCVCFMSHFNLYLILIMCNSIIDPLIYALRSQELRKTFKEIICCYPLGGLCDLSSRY
#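 Material: U2OS-MC4R stable cell line | Reagent: Melanotan II challenge after compound preincubation | Doses: One concentration, 6.5 µM nominal | Incubation: 30-min compound preincubation, 1-h Melanotan II challenge, 1-h detection, room temperature | Signal: TR-FRET cAMP assay | Replicates: One well per compound, no replicates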
# Exocytosis inh = LAMP-1 surface exposure blockers, TALL-104 cells – cell-based, flow cytometry, MLPCN library, primary screen; inhibition, % at 10 µM; TALL-104 LAMP-1 surface exposure; cells stimulated with thapsigargin and PMA; 360,000 compounds, 0.66% hits; AID 651702, 2012;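 active means inhibition above about 55%, limit read from the data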
# TLR9-MyD88 block = inhibitors of TLR9-MyD88 association in cells, primary screen, cell-based, CHO, BLA complementation, fluorescence | Toll-like receptor 9 (Homo sapiens) + Myeloid differentiation primary response protein … | CCF4 FRET ratio | inhibition, % at 4.98 µM | 340,000 compounds, 0.21% hits | AID 504734, 2011;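 active means inhibition above the mean over all tested compounds plus 3 SD, cut at about 21% in these data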;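 further: 0% = DMSO only wells and 100% = clavulanate BLA inhibitor control wells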
# aDG glyco act = activators of alpha-DG glycosylation, primary screen, uHTS, Pro5-aDG cells, AlphaScreen; activation, % at 10 µM; alpha-DG glycosylation AlphaScreen (IIH6); 0% Pro5, 100% B10-LARGE cell signal; AID 624168, 2012; 360,000 compounds, 0.22% hits;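 active means activation of at least 8% versus controls, or a plate z-score of at least 8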;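 further: Pro5 are CHO cells carrying HIG-tagged alpha-DG that lacks glycosylation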
# NOD2 RIPK2 PPI = NOD2-RIPK2 binding disruptors in cells, primary screen, fluorescence, CHO cells, BLA complementation | Receptor-interacting serine/threonine-protein kinase 2 (Homo sapiens), O43353 | CCF4 ratio | inhibition, % at 4.98 µM | 360,000 compounds, 0.38% hits; in the data active means inhibition above about 21%;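 further: 0% = vehicle only and 100% = reference blocker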
# Target sequence (O43353 whole entry, looked up): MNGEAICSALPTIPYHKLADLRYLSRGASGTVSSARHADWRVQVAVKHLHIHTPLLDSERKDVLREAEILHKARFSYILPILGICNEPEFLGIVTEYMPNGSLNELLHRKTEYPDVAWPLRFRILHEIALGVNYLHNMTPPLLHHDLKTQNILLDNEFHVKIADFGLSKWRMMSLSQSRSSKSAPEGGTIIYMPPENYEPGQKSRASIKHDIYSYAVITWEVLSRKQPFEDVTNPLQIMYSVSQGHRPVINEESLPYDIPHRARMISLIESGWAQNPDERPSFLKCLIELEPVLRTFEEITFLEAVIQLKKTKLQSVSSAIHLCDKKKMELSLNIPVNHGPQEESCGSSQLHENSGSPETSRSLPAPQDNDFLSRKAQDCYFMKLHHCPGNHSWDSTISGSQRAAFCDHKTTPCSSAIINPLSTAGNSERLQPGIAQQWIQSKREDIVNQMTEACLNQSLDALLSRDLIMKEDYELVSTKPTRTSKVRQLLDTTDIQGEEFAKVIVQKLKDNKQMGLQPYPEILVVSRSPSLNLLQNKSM
# ABCB6 inh 2 = ABCB6 transporter inhibitors, primary screen, K562-ABCB6 cells, flow cytometry, MLPCN library; ATP-binding cassette sub-family B member 6 (Homo sapiens), Q9NP58; K562-ABCB6 porphyrin accumulation, 1 h; hits give low values; fluorescence ratio to DMSO, % at 10 µM; 360,000 compounds, 0.19% hits; AID 602162, 2011;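 active means fluorescence ratio to DMSO below 75%, the collection mean minus 3 SD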;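 further: signal is porphyrin accumulated inside mitochondria; 100% equals median channel fluorescence of DMSO control wells; lower ratio means ABCB6 inhibition with less porphyrin fluorescence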
# MC4R ag barr = MC4R agonists recruiting beta-arrestin, primary screen, cell-based, luminescence, agonist arm of biased-ligand search. Melanocortin receptor 4 (Homo sapiens), P32245. U2OS MC4R beta-arrestin complementation; percent of melanotan II response, DMSO zero. activation, % at 8.9 µM. 360,000 compounds, 0.98% hits. AID 540308, 2011;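 active means activation above a per-plate cutoff, the mean activation of sample wells on that plate plus 3 SD, cut at about 8% in these data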
# N-glyco inh = increase of ERlucT glycosylation luciferase signal, primary screen, N-linked glycosylation inhibitor project, D54 ERlucT cells, luminescence, set 2. D54 ERlucT glycosylation luciferase reporter, 24 h; percent of 100 nM tunicamycin response. reporter increase, % at 12.5 µM. 360,000 compounds, 0.23% hits. AID 588692, 2011;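 active means mean luciferase reporter signal, scaled so untreated is 0 and the glycosylation-blocking control 100, at or above a set limit in every replicate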;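 further: luciferase carries N-glycosylation sites so blocking glycosylation raises the light; 0% = median of neutral control wells and 100% = median of 100 nM tunicamycin wells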
# ABHD5 PLIN5 PPI = ABHD5-PLIN5 interaction inhibitors, primary screen, cell lysate, split luciferase complementation, luminescence | Perilipin-5 (Homo sapiens) + 1-acylglycerol-3-phosphate O-acyltransferase ABHD5 (Homo … | Split G. princeps luciferase complementation, 4 h | inhibition, % at 4 µM | 360,000 compounds, 0.78% hits | AID 602281, 2012;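 active means inhibition above the mean inhibition across every tested compound plus 3 SD, cut at about 22% in these data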;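 further: 0% = DMSO only wells and the 100% control is not disclosed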
# An asterisk follows results filed as active; nt = no result given. The list is partial, so the mix of outcomes need not match the whole.
SMILES,Vif inh,MC4R antag cAMP,Exocytosis inh,TLR9-MyD88 block,aDG glyco act,NOD2 RIPK2 PPI,ABCB6 inh 2,MC4R ag barr,N-glyco inh,ABHD5 PLIN5 PPI
CCOc1cc2c(cc1OC)C(NC(=O)C(F)(F)F)CC2=O (configuration not stated),-7,6,-4,-3,0.3,0,101,0.1,0,3
CC1(C)CC(=O)C2=C(C1)c1c(ccc3ncccc13)NC2c1cccs1 (configuration not stated),2,-26,2,9,0.0,-4,97,-2.0,15,-6
Cc1c(CCC(=O)NCCCCCC(=O)O)c(=O)oc2c(C)c3oc4c(c3cc12)CCCC4,5,0,7,-2,0.0,2,85,-0.1,1,0
CCN(CC)S(=O)(=O)c1ccc(NC(=S)Nc2ccc(F)cc2)cc1,8,12,-4,10,-0.1,4,98,-1.3,-1,1
Cc1ccc(CNC(=O)CN2C(=O)CSc3ccc(S(=O)(=O)N4CCC(C)CC4)cc32)cc1,-5,9,0,-10,0.1,-9,100,-1.7,1,2
O=C(NCC(c1ccco1)N1CCc2ccccc2C1)c1ccc(F)cc1 (configuration not stated),-8,2,-2,-4,0.1,-14,99,-3.4,0,-5
Cc1coc(C)c1C(=O)Nc1ccc2ccccc2c1,-7,-1,-2,7,0.4,-4,100,-3.5,-2,-6
CCCCCCCC(=O)NNC(=O)c1c(O)c2ccccc2n(CC)c1=O,-1,-11,-1,0,-0.3,5,112,-1.0,1,0
CC(C)C(=O)N1CCN(C2=NS(=O)(=O)c3ccccc32)CC1,9,4,-1,5,0.2,9,97,-0.9,1,7
COc1cccc(CNCCO)c1OCc1ccccc1Cl,4,2,1,-2,-0.1,4,98,-1.9,1,0
COc1cc(OC)cc(-c2c(-c3ccc(F)cc3)c3cc(-c4ccc5[nH]ccc5c4)ccc3n2C)c1,0,1,-10,-2,0.7,-2,95,-1.3,-6,-6
O=C(/C=C/c1cccs1)N1CCN(c2ccccc2F)CC1,-13,0,5,-10,0.1,5,102,-0.9,3,-3

# Rewritten with values under each structure: entries from further up.
# Every second line gives: Vif inh	MC4R antag cAMP	Exocytosis inh	TLR9-MyD88 block	aDG glyco act	NOD2 RIPK2 PPI	ABCB6 inh 2	MC4R ag barr	N-glyco inh	ABHD5 PLIN5 PPI
- COc1cccc(CNCCO)c1OCc1ccccc1Cl
 : 4	2	1	-2	-0.1	4	98	-1.9	1	0
- COc1cc(OC)cc(-c2c(-c3ccc(F)cc3)c3cc(-c4ccc5[nH]ccc5c4)ccc3n2C)c1
 : 0	1	-10	-2	0.7	-2	95	-1.3	-6	-6

# (listing goes on)
SMILES,Vif inh,MC4R antag cAMP,Exocytosis inh,TLR9-MyD88 block,aDG glyco act,NOD2 RIPK2 PPI,ABCB6 inh 2,MC4R ag barr,N-glyco inh,ABHD5 PLIN5 PPI
COc1ccc(CNc2ccc(C)c(C)c2)c(OC)c1OC,-1,4,-1,-9,0.0,-12,94,-0.3,-3,5
CC1Sc2ccc(C(=O)OCc3ccccc3Cl)cc2NC1=O (configuration not stated),-10,12,7,-2,0.6,6,97,35*,-8,1
COc1ccc(C(=O)OCC(=O)NC(=O)NC2CCCC2)c(OC)c1,4,4,-1,10,0.1,-6,96,-0.7,2,-4
O=C(NCCc1csc(-c2cccnc2)n1)c1cccc(Cl)c1,-3,-3,1,5,0.1,-11,88,1.4,-1,6
O=C(CNS(=O)(=O)c1ccccc1)N1CCN(c2ccccc2)CC1,-7,1,-3,10,0.7,-10,100,-0.9,0,5
Cn1cc(C(=O)N/N=C/C2=C(N3CCOCC3)C(=C/c3ccc([N+](=O)[O-])cc3)/CC2)ccc1=O,-5,2,1,-7,-0.1,0,105,4.5,0,5
Cc1ccc(S(=O)(=O)N2CCN(S(=O)(=O)c3c(C)n[nH]c3C)CC2)cc1C,-2,0,-2,5,0.1,-2,96,-0.5,-2,6
CC(=O)c1cn(-c2ccc(Cl)cc2)c(=O)[nH]c1=O,-10,6,-12,-34,0.0,-3,93,-0.7,1,11
O=C(C[n+]1cc(-c2ccc(F)cc2)n2c1CCC2)OCc1ccccc1,-7,5,-3,3,-0.1,-2,101,-1.8,3,2
O=C(CSc1nnc(CCc2nc3ccccc3[nH]2)n1-c1ccccc1)NCc1ccccc1,-1,3,-3,-1,0.0,-2,92,0.0,1,5
Cc1cccc(Nc2nnc(SC(C)C(=O)NC3CC3)s2)c1 (configuration not stated),-2,1,-2,5,0.1,-19,94,-1.1,1,-3
COc1ccc(N2CC(C(=O)Nc3cccc(C)n3)CC2=O)cc1 (configuration not stated),-8,3,0,-6,0.6,-4,94,-0.7,2,-1
O=c1ccc2ccc(O[C@@H]3O[C@H](CO[C@@H]4OC[C@](O)(CO)[C@H]4O)[C@@H](O)[C@H](O)[C@H]3O)cc2o1,-4,-3,7,0,-0.6,2,95,0.3,0,2
Cc1ccc(CN(C)C(=O)COC(=O)CSc2ccc(C(N)=O)cc2[N+](=O)[O-])cc1,18,38*,9,0,-0.3,-6,95,-4.5,0,3
CC(C)(CCl)C(=O)Nc1ccnc(-c2ccncc2)n1,-5,-4,-1,-8,-0.1,-1,99,-1.4,1,-6
CCOC(=O)c1nn(-c2ccc(F)cc2)c2c1CC/C2=C/c1ccccc1,-5,8,-11,-1,-0.4,-6,145,-1.0,-2,0
CC(=O)NC(C)c1nc2ccccc2n1CC(=O)N1C(C)CCCC1C (configuration not stated),12,0,-2,-4,-0.2,-3,95,0.5,2,0
c1ccc(-c2cc(-c3ccccc3)ncn2)cc1,1,6,-7,5,0.1,-4,101,0.2,1,-2
O=C(CC1COc2ccccc2O1)NCCc1ccccc1 (configuration not stated),-6,0,1,7,0.0,-8,107,0.0,0,3
O=C(O)C1CC=CCC1C(=O)NC1CCCCC1 (configuration not stated),nt,7,9,0,-0.2,-7,95,-1.7,5,1
CCOc1ccc(OCCC(=O)OCC(=O)Nc2ccc(C)c(S(=O)(=O)N3CCCCC3)c2)cc1,0,4,0,-4,0.1,7,101,-2.5,2,2
CC1=C(C(=O)OC2CCCCCCC2)C(c2ccc(O)cc2)NC(=O)N1 (configuration not stated),0,11,-3,5,-0.2,-5,101,2.1,-5,-2
CCCOC(=O)CC1C(=O)NCCN1Cc1cc(OC)cc(OC)c1 (configuration not stated),0,10,-2,4,-0.1,-3,98,-2.4,0,2
CC(C)NC(=O)C1(C)Cc2c(-c3cccc(C(N)=O)c3)ccnc2O1 (configuration not stated),2,4,-6,nt,0.0,-5,96,-2.0,5,0
COC(=O)CNc1nc(-c2ccccc2F)nc2ccccc12,0,-5,-1,2,0.0,4,nt,-1.0,-1,-7
Brc1ccc(OCc2nnnn2-c2ccccc2)cc1,0,0,-1,-14,0.4,-4,94,-0.8,-3,-6
CCc1ccc(OCCNC(=O)c2cccs2)cc1,2,5,-4,7,0.3,11,108,-1.9,-2,3
COc1ccc(CCn2c(C)cc(C(=O)COC(=O)c3ccc(NC(=O)CC#N)cc3)c2C)cc1,-3,8,6,-6,-0.2,-14,98,-1.4,-3,3
Cc1cc(C(=O)COC(=O)c2cccn2C)c(C)n1Cc1ccco1,9,4,1,-2,1.6,2,97,-0.8,-17,-2
NC(=O)C1CCN(CC(=O)Nc2ccccc2Sc2ccc(Cl)cc2)CC1,-5,12,3,2,-0.1,-1,98,-1.7,0,6
O=C(CCCCn1c(=S)[nH]c2ccsc2c1=O)NCc1ccco1,3,2,-2,-9,-0.2,-3,104,-1.4,-1,6
CCc1ccc(NC(=O)CS(=O)CC(=O)NC(C)CCc2ccco2)cc1 (configuration not stated),7,-6,0,-4,-0.4,4,95,-0.1,1,3
CC(NC(=O)c1ccc2c(c1)OCO2)C(c1cccs1)N1CCN(c2ccccc2)CC1 (configuration not stated),-4,7,15,0,0.2,-11,95,-0.7,-3,-1
COCCNC(=O)[C@H]1C[C@@H]1[C@H](NP(=O)(c1ccccc1)c1ccccc1)c1ccccc1,6,6,0,-8,0.0,-12,95,0.9,-1,2
CSc1ccccc1NC(=O)c1cnccn1,0,8,-2,3,-0.1,-2,107,-0.8,1,9
COc1ccc(CCNC(=O)CC(C)(C)CC2=NS(=O)(=O)c3ccccc3N2)cc1OC,-5,2,1,10,-0.1,-9,90,-0.8,4,-2
COC(=O)C1C/C(=N\NS(=O)(=O)c2ccc(C)cc2)c2sccc2C1 (configuration not stated),3,17,3,-2,-0.2,-4,104,-2.0,-1,-1
CC(=O)c1ccc(NC(=S)NC(=O)c2c(Cl)c(C)nn2C)cc1,-8,6,-2,-4,0.0,-6,97,-0.8,2,-5
Cn1cnc(S(=O)(=O)Nc2ccc(OC(F)F)cc2)c1,1,8,-4,-8,-0.2,-9,104,-0.3,1,-11
Cc1ccc([C@H]2C[C@@H](O)[C@H](n3cc(-c4ccc(F)cc4)nn3)CN2C(=O)C2CCCCC2)cc1,-3,14,-1,-9,0.4,7,98,7.4,2,-3

# Entries shown so far containing a Cl atom (seven):
SMILES,Vif inh,MC4R antag cAMP,Exocytosis inh,TLR9-MyD88 block,aDG glyco act,NOD2 RIPK2 PPI,ABCB6 inh 2,MC4R ag barr,N-glyco inh,ABHD5 PLIN5 PPI
COc1cccc(CNCCO)c1OCc1ccccc1Cl,4,2,1,-2,-0.1,4,98,-1.9,1,0
CC1Sc2ccc(C(=O)OCc3ccccc3Cl)cc2NC1=O (configuration not stated),-10,12,7,-2,0.6,6,97,35*,-8,1
O=C(NCCc1csc(-c2cccnc2)n1)c1cccc(Cl)c1,-3,-3,1,5,0.1,-11,88,1.4,-1,6
CC(=O)c1cn(-c2ccc(Cl)cc2)c(=O)[nH]c1=O,-10,6,-12,-34,0.0,-3,93,-0.7,1,11
CC(C)(CCl)C(=O)Nc1ccnc(-c2ccncc2)n1,-5,-4,-1,-8,-0.1,-1,99,-1.4,1,-6
NC(=O)C1CCN(CC(=O)Nc2ccccc2Sc2ccc(Cl)cc2)CC1,-5,12,3,2,-0.1,-1,98,-1.7,0,6
CC(=O)c1ccc(NC(=S)NC(=O)c2c(Cl)c(C)nn2C)cc1,-8,6,-2,-4,0.0,-6,97,-0.8,2,-5
